Assay outcomes: PubChem, several laboratories
BioA inh – M. tuberculosis BioA enzyme inhibitors, primary screen, biochemical, plate reader, single point, HTS. purified M. tuberculosis BioA enzyme. inhibition, % at 9.99 µM. 360,000 tested, 0.096% active; in the data active = inhibition above about 40%; inconclusive = no clear call, values can overlap the other calls
DUSP3 inh – VHR1 phosphatase inhibitors, primary screen, biochemical, absorbance, uHTS | inhibition, % at 13.3 µM | recombinant VHR phosphatase, pNPP absorbance | AID 1654, 2009 | Dual specificity protein phosphatase 3 (Homo sapiens), P51452 | 290,000 tested, 0.52% active; in the data active = inhibition above about 50%; also: some compounds called inactive have numbers as strong as hits
Target sequence (P51452 whole entry, looked up): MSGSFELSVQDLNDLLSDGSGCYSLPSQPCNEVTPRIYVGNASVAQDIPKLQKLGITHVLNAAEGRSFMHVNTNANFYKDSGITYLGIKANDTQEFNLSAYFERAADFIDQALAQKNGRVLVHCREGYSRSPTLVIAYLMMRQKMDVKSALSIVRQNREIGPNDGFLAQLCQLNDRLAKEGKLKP
Mtb UGM inh – M. tuberculosis UGM enzyme inhibitors, primary screen, biochemical, fluorescence polarization, single point | UDP-galactopyranose mutase (Mycobacterium tuberculosis (strain ATCC 25618 / H37Rv)), … | purified UGM, fluorescence polarization probe displacement | inhibition, % at 10 µM | 320,000 tested, 0.06% active; in the data active = inhibition above about 10%, passing the limit was not always enough; inconclusive = no clear call, values can overlap the other calls
Mtb FBA inh – Mtb FBA enzyme inhibitors, primary screen, biochemical, fluorescence, strain H37Rv | 360,000 tested, 2.3% active | AID 588726, 2011 | purified M. tuberculosis FBA, fluorescence read-out | Fructose-bisphosphate aldolase (Mycobacterium tuberculosis (strain ATCC 25618 / H37Rv)), … | inhibition, % at 1 µM; in the data active = inhibition above about 27%;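 also: 0% = vehicle and 100% = reference inhibitor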
Target sequence (P9WQA3 whole entry, looked up): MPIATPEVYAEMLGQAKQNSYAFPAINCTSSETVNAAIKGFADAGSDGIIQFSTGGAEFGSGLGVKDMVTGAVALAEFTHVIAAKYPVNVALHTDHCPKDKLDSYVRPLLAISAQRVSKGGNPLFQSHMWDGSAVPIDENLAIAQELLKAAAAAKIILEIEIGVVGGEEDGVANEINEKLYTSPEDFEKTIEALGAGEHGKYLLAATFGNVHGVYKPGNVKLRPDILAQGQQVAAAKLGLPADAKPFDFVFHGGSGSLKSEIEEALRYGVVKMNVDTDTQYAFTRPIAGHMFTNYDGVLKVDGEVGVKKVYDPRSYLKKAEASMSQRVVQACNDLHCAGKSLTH
GDH-TPI inh – GDH-TPI coupling enzyme inhibitors, primary screen, artefact control for M. tuberculosis FBA inhibitor project, biochemical, absorbance, full deck. 360,000 tested, 1.2% active. AID 588335, 2011. GDH-TPI coupled enzyme counterscreen, NADH absorbance. inhibition, % at 4.8 µM;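 also: 0% = DMSO wells and 100% = wells lacking the enzyme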
MazEF act – activators of E. coli MazEF toxin-antitoxin RNase, primary screen, biochemical, fluorescence, uHTS; activation, % at 20 µM; FAM/BHQ RNA-DNA oligo cleavage fluorescence, 5 h; 350,000 tested, 0.32% active; AID 504720, 2011; in the data active = activation above about 50%
Target sequence (P0AE70 whole entry, looked up): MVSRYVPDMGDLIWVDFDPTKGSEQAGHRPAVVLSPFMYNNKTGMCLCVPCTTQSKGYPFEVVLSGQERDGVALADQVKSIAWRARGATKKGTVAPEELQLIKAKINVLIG
BoNT-F LC inh – BoNT/F light chain protease inhibitors, primary screen, biochemical, flow cytometry, MLPCN library; inhibition, % at 10 µM; Multiplex microsphere protease cleavage assay; 360,000 tested, 0.22% active; in the data active = inhibition above about 35%, passing the limit was not always enough; inconclusive = no clear call, values can overlap the other calls; also: plate controls were buffer without enzyme for full effect and enzyme alone for no effect
Rv3671c protease – Rv3671c serine protease inhibitors, primary screen, biochemical, fluorescence polarization, M. tuberculosis H37Rv. inhibition, % at 5.96 µM. 320,000 tested, 0.048% active; in the data active = inhibition above about 38%;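 also: extracellular domain of Rv3671c used as enzyme; 0% = enzyme with DMSO and 100% = no enzyme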
Target sequence (P9WHR9 whole entry, looked up, the tested form may be a part): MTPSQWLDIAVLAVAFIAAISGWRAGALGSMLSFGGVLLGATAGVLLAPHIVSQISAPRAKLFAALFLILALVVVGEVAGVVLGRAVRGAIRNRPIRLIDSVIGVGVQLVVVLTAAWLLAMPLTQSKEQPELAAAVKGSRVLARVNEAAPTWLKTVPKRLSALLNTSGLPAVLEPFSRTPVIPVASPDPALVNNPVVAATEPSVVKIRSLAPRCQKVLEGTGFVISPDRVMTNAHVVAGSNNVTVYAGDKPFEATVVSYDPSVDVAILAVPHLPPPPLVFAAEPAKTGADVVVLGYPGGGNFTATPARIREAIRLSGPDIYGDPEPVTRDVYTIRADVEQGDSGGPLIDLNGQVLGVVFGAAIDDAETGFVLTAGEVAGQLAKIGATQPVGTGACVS
FadD28 binding – inhibitors of FadD28 bisubstrate probe binding, primary screen, biochemical, fluorescence polarization, single point; inhibition, % at 12.5 µM; 360,000 tested, 0.22% active; in the data active = inhibition above about 8.5%, passing the limit was not always enough; inconclusive = no clear call, values can overlap the other calls
CCHFV vOTU inh – CCHFV vOTU protease inhibitors, primary screen, biochemical, Pep-AMC substrate, fluorescence | Crimean-Congo hemorrhagic fever virus L polyprotein viral ovarian tumor (vOTU) protease … | inhibition, % at 11.5 µM | 370,000 tested, 0.55% active; also: 0% = vehicle wells with enzyme and 100% = no enzyme wells
* hit, by the source's call; ? = inconclusive; . = no result given. Rule as the data show it, unless noted: active = inhibition above about 30%; inactive = the rest.

1) CN(C)S(=O)(=O)c1cccc2c1C(=O)c1ccccc1C2=O
2) Clc1ccc(Oc2nnnn2-c2ccccc2)cc1
3) Cc1cc(C(=O)COC(=O)COc2ccc(C#N)cc2)c(C)n1C1CC1
4) CCOC(=O)C(=N/O)/C(C)=N/NC(=O)C(=O)Nc1ccc(Cl)cc1
5) CCOC(=O)C1(Cc2ccccc2)CCN(Cc2cnc(N3CCOCC3)s2)CC1
6) O=C(CCN1CCCCC1)Nc1cccc(Br)c1
7) CCCC(=O)N1c2ccc(-c3csc(N)n3)cc2CC1C (centres undefined)
8) Cc1ccc(N2CC(C(=O)Nc3ccc(C)c(S(=O)(=O)N(C)C)c3)CC2=O)cc1 (centres undefined)
assay / entry | 1 | 2 | 3 | 4 | 5 | 6 | 7 | 8
BoNT-F LC inh | -2 | -9 | -7 | ? | -6 | ? | -7 | -7
GDH-TPI inh | 9 | 13 | -11 | 11 | 1 | -1 | 10 | -2
Mtb FBA inh | -2 | -10 | 3 | 0 | 0 | -1 | -2 | 7
Mtb UGM inh | -0.4 | 2.3 | -4.3 | 2.8 | 1.3 | 0.5 | 1.9 | -3.3
MazEF act | 13 | -1 | 1 | 2 | 3 | 7 | -7 | -1
Rv3671c protease | -12 | -6 | 3 | -2 | -1 | 7 | 2 | 12
BioA inh | . | 1.0 | 1.0 | -0.4 | 0.8 | -1.8 | 1.1 | .
CCHFV vOTU inh | -15 | 11 | 5 | 8 | -6 | 0 | 10 | 0
FadD28 binding | 0.6 | 2.1 | -1.1 | -1.0 | -4.3 | -0.6 | -2.5 | -1.4
DUSP3 inh | 3 | 26 | . | -4 | 31 | -8 | -8 | 19

9) Cc1ccc(N(C(=O)CNC(=O)c2ccco2)C(C(=O)NC2CCCCC2)c2cccnc2)cc1C (centres undefined)
10) CCOC(=O)Cn1nc(C)c(NC(=O)COc2ccccc2[N+](=O)[O-])c1C
11) c1ccc(Cn2nnnc2C(c2ccccn2)N2CCOCC2)cc1 (centres undefined)
12) CC1CC(C)CN(C(=O)COC(=O)CNS(=O)(=O)/C=C/c2ccccc2)C1 (centres undefined)
13) C#C[C@@]1(O)CCC2C3CCC4=C/C(=N/OCC(=O)NC(CCC(N)=O)C(=O)O)CC[C@]4(C)C3CC[C@@]21C (some centres undefined)
14) N#Cc1ccc(/C=N/NC(=O)CCc2ccc(S(=O)(=O)N3CCOCC3)cc2)cc1
15) CCCc1cc2c(=O)c(-c3ccc4c(c3)OCCO4)c(C)oc2cc1OS(C)(=O)=O
16) CSc1ccccc1NC(=O)C1C2CCC(C2)C1C(=O)O (centres undefined)
assay / entry | 9 | 10 | 11 | 12 | 13 | 14 | 15 | 16
BoNT-F LC inh | -1 | -1 | -5 | 11 | -7 | 0 | -6 | -4
GDH-TPI inh | -10 | 7 | 14 | -1 | 1 | 8 | 8 | -3
Mtb FBA inh | -4 | 0 | 3 | -1 | -1 | 1 | 1 | -2
Mtb UGM inh | -0.4 | . | 0.2 | 0.2 | -0.7 | -0.2 | 1.4 | -0.4
MazEF act | 3 | 4 | 4 | -4 | -4 | 0 | -2 | 1
Rv3671c protease | 2 | 0 | 3 | -2 | 5 | 5 | 1 | 5
BioA inh | -0.7 | . | -0.4 | -3.0 | 1.8 | . | -0.8 | 1.2
CCHFV vOTU inh | -3 | -8 | 5 | -11 | 4 | 16 | -2 | -15
FadD28 binding | -4.1 | -2.6 | -2.3 | 0.4 | -10 | -2.3 | -3.3 | 1.1
DUSP3 inh | 36 | 9 | 6 | -15 | -16 | 7 | -15 | 52*

The last two entries of the section above come first, to join the parts:
15) CCCc1cc2c(=O)c(-c3ccc4c(c3)OCCO4)c(C)oc2cc1OS(C)(=O)=O
16) CSc1ccccc1NC(=O)C1C2CCC(C2)C1C(=O)O (centres undefined)
17) ClCc1csc(-c2ccc(Cl)cc2)n1
18) CN(CCOc1ccccc1)C(=O)C1CCC(=O)N(CCN2CCOCC2)C1 (centres undefined)
19) CC(C)CC(NC(=O)C1CCC(=O)N1)C(=O)NC(CC(C)C)C(=O)N1CCCC1C(N)=O (centres undefined)
20) CC(=O)N/N=C(\C)C1COc2ccccc2O1 (centres undefined)
21) CSc1ccccc1NC(=O)CN(Cc1ccc(Cl)cc1)S(C)(=O)=O
22) Cn1c(-c2ccncc2)nc2ccccc21
23) CN(CC(=O)Nc1ccccc1Br)C(=O)CNC(=O)c1ccc(Oc2ccccc2)cc1
24) Cn1c(=O)c([N+](=O)[O-])c(-n2ccnc2)c2ccccc21
assay / entry | 15 | 16 | 17 | 18 | 19 | 20 | 21 | 22 | 23 | 24
BoNT-F LC inh | -6 | -4 | -1 | -7 | -9 | -23 | -4 | 9 | 2 | -4
GDH-TPI inh | 8 | -3 | 2 | 1 | 13 | 4 | 2 | 4 | -1 | 6
Mtb FBA inh | 1 | -2 | 3 | -1 | 1 | 0 | 5 | 4 | 2 | 0
Mtb UGM inh | 1.4 | -0.4 | 3.1 | -0.2 | 0.7 | 2.0 | -1.7 | 0.5 | 0.8 | 1.2
MazEF act | -2 | 1 | 6 | 5 | -2 | 10 | -2 | 5 | -9 | 19
Rv3671c protease | 1 | 5 | 5 | 0 | 3 | 1 | -2 | -2 | -12 | 4
BioA inh | -0.8 | 1.2 | -6.3 | 0.2 | -0.5 | 1.3 | -1.6 | -0.5 | 1.1 | .
CCHFV vOTU inh | -2 | -15 | -15 | 1 | 17 | -9 | -6 | -17 | -8 | -6
FadD28 binding | -3.3 | 1.1 | -1.0 | -0.3 | -3.0 | -1.6 | -5.8 | 0.2 | -1.9 | -0.5
DUSP3 inh | -15 | 52* | 40 | -3 | -8 | 23 | 7 | 0 | 9 | -14

25) O=C1C=C(c2ccccc2Oc2ccccc2)C[C@@H](c2ccc3c(c2)OCO3)C1
26) COCCn1c(=NC(=O)c2ccccc2[N+](=O)[O-])sc2cc(S(C)(=O)=O)ccc21
27) CCn1c(SCC(=O)NCc2ccc3c(c2)OCO3)nc2c(c1=O)SCC2
28) CC(CC(=O)NCc1ccc(Cl)cc1)c1ccccc1 (centres undefined)
29) Cc1cc(Br)ccc1NC(=O)CNC(=O)CN(C)Cc1nc2ccccc2c(=O)[nH]1
30) COc1ccc2[nH]c3c(c2c1)CCN1C(=O)N([C@@H](C)C(=O)NCc2c(F)cccc2Cl)C(=O)[C@]31C
31) Cc1nc(N)nc(N)c1CCCc1ccc(Cl)c(Cl)c1
32) COC(=O)Nc1nc(C)c(C(=O)N(C)C)s1
assay / entry | 25 | 26 | 27 | 28 | 29 | 30 | 31 | 32
BoNT-F LC inh | -1 | 4 | -9 | 9 | -5 | -4 | -24 | 1
GDH-TPI inh | 2 | 28 | 14 | -3 | 0 | -6 | 5 | 0
Mtb FBA inh | -4 | 23 | 1 | -2 | -1 | 2 | 1 | 2
Mtb UGM inh | -2.4 | -0.5 | 0.1 | 2.9 | -1.1 | 2.8 | 1.9 | -3.8
MazEF act | -7 | 15 | -3 | 6 | -2 | 11 | -1 | 1
Rv3671c protease | -12 | 1 | 2 | 2 | 2 | -15 | -3 | 1
BioA inh | 0.4 | . | 25 | 0.3 | 1.8 | -1.0 | 1.8 | -0.6
CCHFV vOTU inh | 4 | 11 | 4 | -10 | -10 | 14 | 9 | -2
FadD28 binding | -3.6 | 0.2 | -0.5 | -0.7 | -4.2 | 0.0 | -5.7 | -3.1
DUSP3 inh | . | 12 | 14 | 25 | 10 | 20 | . | 36

33) O=C(CCS(=O)(=O)c1ccccc1)NNC(=O)CSc1ccccc1F
34) O=S1(=O)N=C(N(Cc2cccs2)c2ccc(O)cc2)c2ccccc21
35) CCN(CC)S(=O)(=O)c1ccc(S(=O)(=O)N(Cc2ccccn2)Cc2ccco2)cc1
36) CC(C)[C@H](NC(=O)N1CCC(Cc2ccccc2)CC1)C(=O)O
37) CC(C)NCC(O)COc1cccc2[nH]ccc12 (centres undefined)
38) Cc1ccc(C#N)c(SCc2nnc(-c3ccc(Cl)cc3)o2)n1
39) CCCNC(=O)C(=O)c1cccn1-c1ccsc1C(=O)OC
40) O=C(CN1CCC(NC(=O)C2CCCCC2)CC1)Nc1cccc(F)c1
41) CC(C)(C)CN1CCC(Oc2cccc(C(=O)N3CCC[C@H]3CO)c2)CC1
42) CCN(CC)C(=O)Cn1cc(C=C2C(=O)N(C)C(=O)N(C)C2=O)c2ccccc21
assay / entry | 33 | 34 | 35 | 36 | 37 | 38 | 39 | 40 | 41 | 42
BoNT-F LC inh | 3 | -5 | 3 | -31 | -4 | -16 | 4 | 3 | -2 | -10
GDH-TPI inh | -8 | 5 | 9 | 3 | 10 | 7 | 11 | -5 | 0 | 6
Mtb FBA inh | 0 | 1 | 1 | 5 | 3 | 2 | 3 | 2 | -1 | 0
Mtb UGM inh | 2.2 | -1.5 | -0.8 | 0.1 | 0.2 | 2.3 | 1.0 | . | 2.1 | -1.1
MazEF act | 8 | 5 | 8 | 7 | . | 5 | -2 | -1 | 7 | -25
Rv3671c protease | 8 | 1 | 3 | -8 | 3 | 0 | -1 | . | -2 | 7
BioA inh | -0.2 | . | 3.4 | -0.8 | -4.3 | -1.0 | -13 | 2.7 | 0.4 | -2.5
CCHFV vOTU inh | -5 | -1 | 4 | 4 | . | -20 | 9 | 14 | -4 | 16
FadD28 binding | -3.7 | -12 | -1.0 | 0.2 | -1.3 | 0.5 | -0.2 | -2.6 | 0.9 | 1.7
DUSP3 inh | . | 9 | 6 | 20 | 30 | -7 | 0 | 21 | 23 | .

By substructure: those above with a Cl atom
2) Clc1ccc(Oc2nnnn2-c2ccccc2)cc1
4) CCOC(=O)C(=N/O)/C(C)=N/NC(=O)C(=O)Nc1ccc(Cl)cc1
17) ClCc1csc(-c2ccc(Cl)cc2)n1
21) CSc1ccccc1NC(=O)CN(Cc1ccc(Cl)cc1)S(C)(=O)=O
28) CC(CC(=O)NCc1ccc(Cl)cc1)c1ccccc1 (centres undefined)
30) COc1ccc2[nH]c3c(c2c1)CCN1C(=O)N([C@@H](C)C(=O)NCc2c(F)cccc2Cl)C(=O)[C@]31C
31) Cc1nc(N)nc(N)c1CCCc1ccc(Cl)c(Cl)c1
38) Cc1ccc(C#N)c(SCc2nnc(-c3ccc(Cl)cc3)o2)n1
assay / entry | 2 | 4 | 17 | 21 | 28 | 30 | 31 | 38
BoNT-F LC inh | -9 | ? | -1 | -4 | 9 | -4 | -24 | -16
GDH-TPI inh | 13 | 11 | 2 | 2 | -3 | -6 | 5 | 7
Mtb FBA inh | -10 | 0 | 3 | 5 | -2 | 2 | 1 | 2
Mtb UGM inh | 2.3 | 2.8 | 3.1 | -1.7 | 2.9 | 2.8 | 1.9 | 2.3
MazEF act | -1 | 2 | 6 | -2 | 6 | 11 | -1 | 5
Rv3671c protease | -6 | -2 | 5 | -2 | 2 | -15 | -3 | 0
BioA inh | 1.0 | -0.4 | -6.3 | -1.6 | 0.3 | -1.0 | 1.8 | -1.0
CCHFV vOTU inh | 11 | 8 | -15 | -6 | -10 | 14 | 9 | -20
FadD28 binding | 2.1 | -1.0 | -1.0 | -5.8 | -0.7 | 0.0 | -5.7 | 0.5
DUSP3 inh | 26 | -4 | 40 | 7 | 25 | 20 | . | -7
